# Bioassay records deposited in PubChem BioAssay by several laboratories.
# SRC3 inh: human NCOA3 inhibition. inhibition, % at 3.6 µM. HEK293 GAL4-SRC3 luciferase reporter, luminescence. hit rate 0.17% among 360,000. Q9Y6Q9. AID 588352;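 active means inhibition above a per-campaign cutoff, the mean of all compounds plus 3 SD, cut at about 60% in these data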;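 further: 0% = DMSO-treated cells and 100% = gossypol-treated cells at 36 µM; higher means less SRC3-driven luciferase light from the GAL4 reporter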
# TWEAK-Fn14 inh: blocks TWEAK-Fn14 interaction in a reporter cell assay | TWEAK-stimulated Fn14 reporter cells, luciferase luminescence, 8 h | inhibition, % at 10 µM | hit rate 2% among 360,000 | AID 1159606; in the data active means inhibition above about 50%
# NR2F2 inh: inhibitors of human COUP-TFII (NR2F2). AID 686940. inhibition, % at 8.6 µM. HEK293T NGFI-A luciferase reporter, luminescence. hit rate 0.7% among 370,000. P24468;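 active means inhibition above a per-plate cutoff, mean inhibition of test wells between control levels plus 3 SD, cut at about 38% in these data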;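 further: cells cotransfected with COUP-TFII expression vector driving the NGFI-A reporter; 0% = median of COUP-TF2 test wells and 100% = reporter-only cells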
# NCOA2 inhibitor: inhibits human steroid receptor coactivator 2 | Q15596 | HEK293 GAL4-SRC2 luciferase reporter, luminescence | inhibition, % at 9 µM | hit rate 0.17% among 370,000 | AID 651957;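 active means inhibition above the mean inhibition of all tested compounds plus 3 SD, set per campaign, cut at about 52% in these data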;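 further: 0% = DMSO treated cells and 100% = cells given Gossypol at 36 µM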
# Target sequence (Q15596 whole entry, looked up, the tested form may be a part): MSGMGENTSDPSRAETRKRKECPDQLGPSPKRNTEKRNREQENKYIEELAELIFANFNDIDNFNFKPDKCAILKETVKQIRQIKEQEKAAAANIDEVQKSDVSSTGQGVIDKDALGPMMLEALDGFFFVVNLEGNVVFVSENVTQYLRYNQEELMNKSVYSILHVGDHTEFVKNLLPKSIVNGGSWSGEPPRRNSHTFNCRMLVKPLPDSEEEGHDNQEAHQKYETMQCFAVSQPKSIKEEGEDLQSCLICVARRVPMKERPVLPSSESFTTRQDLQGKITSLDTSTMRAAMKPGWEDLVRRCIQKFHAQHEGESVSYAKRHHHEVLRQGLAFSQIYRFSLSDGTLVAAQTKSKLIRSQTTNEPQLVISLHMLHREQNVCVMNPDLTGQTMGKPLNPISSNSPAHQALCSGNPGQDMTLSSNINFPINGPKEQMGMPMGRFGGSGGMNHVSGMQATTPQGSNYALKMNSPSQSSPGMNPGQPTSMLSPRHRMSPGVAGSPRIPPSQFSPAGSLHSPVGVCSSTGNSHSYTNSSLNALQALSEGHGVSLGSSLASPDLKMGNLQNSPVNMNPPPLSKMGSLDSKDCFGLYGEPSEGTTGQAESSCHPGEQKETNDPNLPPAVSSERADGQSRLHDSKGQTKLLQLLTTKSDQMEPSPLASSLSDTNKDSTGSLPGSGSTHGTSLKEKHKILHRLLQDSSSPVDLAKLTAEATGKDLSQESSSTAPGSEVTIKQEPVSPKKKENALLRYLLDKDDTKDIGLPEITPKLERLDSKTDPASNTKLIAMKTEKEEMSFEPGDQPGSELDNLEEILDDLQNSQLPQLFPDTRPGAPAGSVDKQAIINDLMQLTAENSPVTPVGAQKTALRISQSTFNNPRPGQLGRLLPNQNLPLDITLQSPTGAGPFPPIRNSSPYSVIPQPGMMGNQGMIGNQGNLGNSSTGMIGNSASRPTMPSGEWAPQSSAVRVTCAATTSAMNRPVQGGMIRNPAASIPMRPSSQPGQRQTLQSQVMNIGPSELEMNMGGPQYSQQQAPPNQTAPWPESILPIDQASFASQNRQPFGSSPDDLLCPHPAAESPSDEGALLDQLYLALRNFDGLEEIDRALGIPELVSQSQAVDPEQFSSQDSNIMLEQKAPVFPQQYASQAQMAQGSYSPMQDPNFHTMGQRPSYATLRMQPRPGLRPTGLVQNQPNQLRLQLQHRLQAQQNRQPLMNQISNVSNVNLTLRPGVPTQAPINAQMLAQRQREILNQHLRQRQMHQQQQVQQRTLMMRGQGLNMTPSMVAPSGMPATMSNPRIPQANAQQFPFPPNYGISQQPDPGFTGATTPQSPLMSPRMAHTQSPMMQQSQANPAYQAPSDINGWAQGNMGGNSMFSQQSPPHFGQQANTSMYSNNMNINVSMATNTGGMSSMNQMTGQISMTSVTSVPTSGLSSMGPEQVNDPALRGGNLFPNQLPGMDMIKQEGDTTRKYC
# LRH-1 inv ag: suppresses constitutive activity of human LRH-1 | O00482 | HEK293T StAR-luciferase reporter, LRH-1 transfected, 24 h | inhibition, % at 3.6 µM | hit rate 0.13% among 360,000 | AID 602396;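 active means inhibition above the mean inhibition of all tested compounds plus 3 SD, cut at about 73% in these data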;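 further: 0% = DMSO wells and 100% = reporter-only cells lacking LRH-1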
# CF NFkB inh: blocks PAF-induced NF-kB reporter in cystic fibrosis cells. KKLEB NF-kB-GFP reporter, GFP fluorescence overnight. inhibition, % at 5 µM. AID 588850. hit rate 0.86% among 360,000;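 active means at least 50% inhibition at 5 µM, scaled per plate between neutral and stimulator controls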;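 further: PAF is a Pseudomonas aeruginosa culture filtrate used as stimulus; plate controls were PAF-stimulated DMSO wells for no effect and unstimulated DMSO wells for full effect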
# TROY NFkB inh: inhibitors of TROY-dependent NF-kB signaling; Q293 LMP1-TROYcd NF-kB luciferase reporter, 4 h; inhibition, % at 10 µM; hit rate 0.98% among 360,000; AID 1347056;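 active means compounds whose plate-normalised and pattern-corrected inhibition of the luciferase reporter signal at the single screening dose is 50% or more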
# NCOA1 inh: inhibitors of human steroid receptor coactivator 1 (SRC1); HEK293 GAL4-SRC1 luciferase reporter, luminescence; inhibition, % at 3.6 µM; hit rate 0.12% among 360,000; AID 588354;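 active means inhibition above the campaign mean plus 3 SD, with each screening campaign given its own cutoff, cut at about 60% in these data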;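 further: 0% = DMSO treated cells and 100% = gossypol at 36 µM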
# LMP1 NFkB inh: inhibitors of Epstein-Barr LMP1-induced NF-kappaB reporter; LMP1-induced NF-kappaB luciferase reporter cells, luminescence; inhibition, % at 12.5 µM; hit rate 0.69% among 350,000; in the data active means inhibition above about 41%;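 further: 0% = neutral control wells and 100% = reference inhibitor control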
# TRAIL sens C8: sensitizes caspase-8 expressing cells to TRAIL; NB7+C8 cells + TRAIL, ATPlite viability luminescence; inhibition (viability loss, TRAIL sensitization), % at 10 µM; hit rate 1% among 360,000;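 active means compounds causing at least 50% loss of cell viability in the single-dose screen, relative to plate controls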
# KKLEB cytotox: reduces viability of KKLEB cystic fibrosis airway cells. KKLEB CF airway cells viability, ATPlite luminescence, overnight; active compounds read low; cells stimulated with P. aeruginosa culture filtrate. hit rate 0.36% among 360,000. activity change (cytotoxicity), % at 5 µM;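 active means corrected activity change at or below -50% at 5 µM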
# * hit, by the source's call; . = no result given. Rows are unselected, and some 4.2% of all compounds hit somewhere here.
nr	structure	SRC3 inh	TWEAK-Fn14 inh	NR2F2 inh	NCOA2 inhibitor	LRH-1 inv ag	CF NFkB inh	TROY NFkB inh	NCOA1 inh	LMP1 NFkB inh	TRAIL sens C8	KKLEB cytotox
1	Cc1cc(C)cc(N(CC(=O)NC2CCCC2)C(=O)CCC(=O)Nc2nc(C)cs2)c1	-1.2	25.8	-2.0	12.7	-1.1	-11.0	-5.3	-2.7	7.1	21.6	7.3
2	N#C/C(=C\c1ccc2c(c1)OCCO2)C(=O)Nc1nccs1	-23.7	-3.2	-14.6	-15.1	-12.8	-3.8	-52.9	-7.2	-8.5	0.7	-2.2
3	COc1ccc(C(=O)N2CCCC(C(=O)N3CCN(c4ccccc4)CC3)C2)cc1 (centres undefined)	12.0	6.5	9.9	5.0	-10.8	0.4	8.3	1.4	-0.3	-16.6	-2.4
4	O=C1CCNc2ccc(-c3ccccc3)cc21	-1.6	-33.8	-23.7	-39.2	-15.0	-36.5	-13.6	-16.8	-10.0	-23.8	17.1
5	C/C(CC(=O)Nc1ccc2c(c1)OCCO2)=N\NC(=O)c1ccccn1	-59.9	-3.8	-6.0	-59.9	-127.6	-0.5	-27.8	-89.2	0.5	-1.8	18.2
6	COCCN1C(=O)c2ccccc2C(C(=O)NCCCN2CCCC2=O)C1c1c[nH]c2ccccc12 (centres undefined)	-1.4	2.5	-0.9	-4.4	27.6	2.5	35.8	-21.9	-14.7	-13.0	-12.0
7	Cc1ccc2c(c1)nnn2C1CCN(C(=O)c2ccccc2F)CC1	16.1	1.5	-23.2	-85.8	-1.9	6.1	4.9	7.9	2.9	-4.3	2.6
8	Cc1ccc(CN2C(=O)C(C)Oc3ccccc32)cc1 (centres undefined)	15.2	-4.2	-15.4	-7.4	-7.8	4.4	-20.8	1.4	7.5	-0.7	3.8
9	O=C(COC(=O)c1c2c(nc3ccccc13)/C(=C\c1ccco1)CC2)NC1CCCC1	-17.1	13.4	-2.4	3.5	10.2	-27.5	8.4	-11.8	-1.8	-0.9	-3.4
10	Oc1ccc(/C=N/N2CCCCC2)c(O)c1O	5.9	0.5	-7.2	-4.5	-23.5	6.8	14.9	9.1	5.3	-6.5	-0.9
11	O=C1CCCC(O)=C1N=Nc1ccc(S(=O)(=O)N2CCOCC2)cc1	3.7	-1.7	19.2	-36.9	25.4	-24.2	17.2	-11.4	-4.6	5.8	22.1
12	CC(=O)c1sc(NC(=O)C2CSC3(C)CCC(=O)N23)nc1-c1ccccc1 (centres undefined)	23.6	17.0	-19.9	-6.0	3.7	11.7	-11.9	-16.2	4.2	7.1	-5.7
13	Cn1c(=O)c2c(nc(Cl)n2Cc2ccncc2)n(C)c1=O	17.7	2.1	6.8	-3.1	0.0	7.4	-7.1	-6.2	3.3	0.6	0.9
14	COc1ccccc1CNC(=O)CC1Sc2ccccc2NC1=O (centres undefined)	13.4	-6.3	13.1	-16.3	0.9	-9.9	-1.8	-9.9	-3.8	-3.2	1.3
15	COc1cccc(-c2ccc(NC(=O)C3CCCN(Cc4cc(C)[nH]n4)C3)cc2)c1 (centres undefined)	0.8	5.1	8.3	7.3	-11.0	0.7	-0.8	-5.2	-1.9	10.9	4.9
16	COc1ccc(C2=NOC(C(=O)Nc3ccc4c(c3)OCO4)C2)cc1 (centres undefined)	-9.4	-9.3	5.9	-50.1	7.6	11.3	-12.1	-0.8	1.0	-6.9	0.2
17	CC(C)(C)c1ccc2c(c1)N(CC(=O)N1CCOCC1)C(=O)CO2	-1.1	-5.0	-2.0	10.5	11.6	-9.6	4.5	4.1	-4.0	-44.1	7.8
18	CCOc1ccc(OCCCC(=O)NCCOc2ccccc2OC)cc1	11.6	-7.3	10.2	-12.7	13.5	0.6	3.4	-23.0	-0.6	7.6	-8.7
19	CCOC(=O)c1ccc(NC(=O)c2ccc(C)c(S(=O)(=O)N3CCOCC3)c2)cc1	53.5	95.7*	80.7*	50.2	79.9*	-11.4	73.4*	41.2	18.6	70.3*	13.8
20	CCOc1ccc(-c2cc(N3C(=O)Nc4ccccc4N3O)n[nH]2)cc1	4.9	-0.6	-17.6	-31.7	23.1	1.4	-9.9	-5.7	-1.0	17.9	0.3
21	COc1ccc(CNC(=O)Cc2csc(NC(=O)Nc3ccccc3OC)n2)cc1	-11.2	10.0	12.2	-5.2	-2.1	3.3	9.3	-21.4	4.4	15.2	13.3
22	Cc1ccc(NC(=O)CCC(=O)NNC(=O)c2ccccc2)c(C)c1	-3.2	7.2	-23.6	-3.1	18.1	16.4	-12.9	-9.3	-0.5	-2.5	2.7
23	CCCn1nc(C(=O)N2CC(=O)Nc3ccccc32)c2ccccc2c1=O	0.9	8.7	-5.6	0.1	9.2	0.4	1.7	-0.7	3.9	29.0	-4.3
24	N#C[C@H]1C(O)C(O)c2ccccc2N1C(=O)c1ccccc1 (some centres undefined)	4.8	19.6	-10.4	11.1	3.7	-10.4	0.2	1.5	-2.4	9.0	5.8
25	CCOc1ccccc1N(CC(=O)Nc1ccc2c(c1)OCCO2)S(C)(=O)=O	14.1	4.1	-7.7	7.9	7.5	-3.1	-15.7	-3.3	4.1	-17.2	5.6
26	CC(Sc1nnc(Cn2c(=O)sc3ccccc32)n1C)c1ccccc1 (centres undefined)	14.8	3.4	20.6	-21.4	12.4	-4.2	-4.1	-0.5	-7.9	-6.6	13.8
27	Cn1cccc1C(=O)OCC(=O)Nc1ccc2[nH]c(=O)[nH]c2c1	-3.7	4.8	10.0	-1.3	-3.4	-4.3	-22.1	9.7	15.9	-8.3	1.3
28	CC(C)NC(=O)C1CCCN(c2nnc(-n3cccc3)s2)C1 (centres undefined)	-44.7	0.3	-9.2	5.8	16.3	0.9	-5.8	13.2	2.4	-13.4	3.4
29	CCOc1cc(N2CCOCC2)c(OCC)cc1NC(=O)CSc1nnc(N)s1	-39.5	9.4	-3.9	-9.8	-5.3	1.6	-6.0	-7.8	11.5	4.7	4.5
30	CC(C)N(C)CCOC(=O)/C=C/c1ccccc1	-11.1	13.4	-5.0	5.1	19.2	6.8	-11.7	-6.8	-1.3	-4.5	-6.6

nr	structure	SRC3 inh	TWEAK-Fn14 inh	NR2F2 inh	NCOA2 inhibitor	LRH-1 inv ag	CF NFkB inh	TROY NFkB inh	NCOA1 inh	LMP1 NFkB inh	TRAIL sens C8	KKLEB cytotox
31	COC(=O)C[C@H]1C[C@H]2c3cc(NC(=O)CC4CC4)ccc3O[C@H]2[C@H](CO)O1	14.0	-17.4	1.3	4.3	9.0	22.2	-0.3	-14.3	-4.9	0.0	-11.8
32	CC1=CC(C)(C)N(C(=O)CNC2CCCC2)c2cc(C)ccc21	-4.2	9.8	-5.0	-10.5	2.6	7.2	9.1	1.1	0.0	-18.7	-4.8
33	COc1ccccc1NC(=O)CCC(=O)Nc1nnc(C2CCCCC2)s1	-28.7	-31.3	-1.0	-9.1	-3.7	-14.4	-11.3	-2.8	0.0	-7.9	5.2
34	Cc1ccc(-c2nc3ncccn3c2Nc2ccc3c(c2)OCCO3)o1	-56.7	31.6	3.2	-21.0	-98.9	2.7	-20.2	-89.0	2.9	9.6	-9.2
35	Cc1nn(C)cc1/C=N/NC(=O)Cn1nccc1C	11.8	-8.2	4.2	2.4	17.0	-7.2	-13.7	-3.9	-1.8	-5.2	1.6
36	COc1ccc(NS(=O)(=O)c2cc(C(=O)NNC(=O)c3ccncc3)ccc2OC)c(OC)c1	5.0	-2.1	-4.9	-22.9	7.5	12.6	7.3	6.5	.	-3.0	-6.2
37	COCc1c(C(=O)OCC(=O)c2ccc[nH]2)oc2ccccc12	-8.7	10.9	13.3	4.8	-3.2	5.2	-14.0	-5.3	-18.4	-4.5	1.6
38	Fc1cc(Cl)ccc1NC1=NCCCCC1	-2.0	16.5	-1.1	-22.2	12.8	-0.6	-2.0	4.6	-2.0	-1.6	2.1
39	O=C(/C=C/c1ccccc1[N+](=O)[O-])N1CCc2ccccc2C1	-23.2	5.6	18.2	1.5	-12.1	12.8	-23.5	-18.9	-6.1	16.1	-5.6
40	O=C(Nc1ccccc1)N1CCCCC1c1cccnc1 (centres undefined)	10.2	-7.7	-0.9	6.5	-8.3	-2.0	-3.6	0.1	3.8	-10.4	6.8
41	O=C(/C=C\Nc1ccc2c(c1)OCO2)c1ccc2c(c1)OCO2	-69.8	22.4	3.3	-46.9	-46.2	-16.6	19.2	-106.1	-46.4	83.4*	-49.7
42	NC(=O)C1CCN(C(=O)/C(=C/c2ccco2)NC(=O)c2ccccc2)CC1	-5.7	24.5	8.6	-35.3	15.4	-1.0	-12.0	10.4	0.2	8.3	5.1
43	CC(Sc1sc(=S)sc1SC(C)C(=O)O)C(=O)O (centres undefined)	13.5	-9.4	10.4	-15.0	-4.0	6.9	-16.8	-3.9	-5.7	21.1	-7.2
44	Cc1ccc(OCC(=O)Nc2nnc(C3CCCO3)s2)c(Br)c1 (centres undefined)	-13.5	-14.8	2.8	-11.7	-2.8	3.9	-5.5	-13.1	-8.5	2.1	13.0
45	Fc1cccc(NC(=S)NCCCN2CCOCC2)c1	7.0	-2.5	5.2	-10.6	6.1	13.9	0.9	-7.7	-0.5	-5.8	-10.7
46	CC(C)(C)NC(=O)Cn1ccc(=N)c2ccccc21	19.8	-13.2	-23.2	-18.7	-9.6	14.7	5.5	3.1	-7.1	4.7	-2.8
47	C/C(CC(=O)Nc1ccc(Cl)c(C(F)(F)F)c1)=N\NC(=O)c1cnccn1	-22.9	9.3	-10.3	-17.0	-37.0	9.9	-5.4	-36.7	14.2	-3.9	-6.9
48	COc1ccc(N2C(=NC(=O)C3CC3)SC3CS(=O)(=O)CC32)cc1Cl (centres undefined)	21.8	-8.3	6.2	13.5	-2.6	13.8	-0.2	-13.5	-1.8	18.7	-0.6
49	Cc1cccc(-c2nnc(SCC(=O)Nc3cccc(C(=O)N4CCOCC4)c3)n2C)c1	-1.5	20.0	10.2	9.0	-9.8	-0.6	-27.3	-2.3	1.0	-9.0	-10.2
50	CCC(CC)C(=O)N1CC(=O)Nc2ccc(C)cc2C1c1ccccc1 (centres undefined)	-13.0	5.7	-10.8	-6.8	12.6	8.0	-2.0	-4.2	-6.4	4.8	-19.4
51	CC1(C(=O)NCc2ccccc2Br)CCN1C(=O)C1(c2ccc(Cl)cc2)CC1 (centres undefined)	-12.5	-0.6	5.6	-2.9	4.0	-15.8	4.7	5.5	.	-1.2	23.9
52	CC(O)CNC(=O)C1CCN(Cc2ccc(OCc3ccccc3)cc2)CC1 (centres undefined)	-38.5	-12.8	-18.6	-44.4	-42.0	0.7	-13.0	-74.4	-17.1	9.3	-3.9
53	Cc1cc(C(=O)OCC(=O)c2ccc3c(c2)OCCO3)c(C)o1	-17.4	-4.7	-18.2	-26.2	-28.6	2.4	-51.3	-33.6	-0.3	2.7	-2.6
54	CCOC(=O)c1ccc(NC(=O)c2nc[nH]c2C(=O)N2CCN(c3ccccc3)CC2)cc1	-8.2	0.7	4.4	6.1	24.0	14.3	16.6	-19.4	-1.9	-1.2	1.0
